High-throughput results: PubChem, Sanford-Burnham Center for Chemical Genomics
MT1-MMP act inh = blocks activation of human MT1-MMP; HT1080 RFP-PRO-GFP cells, GFP/RFP ratio fluorescence, overnight; percent of plate control window, DMSO zero; GFP/RFP ratio change, % at 20 µM; actives 0.061% (n = 360,000); AID 651647;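 active = GFP/RFP ratio change of at least 30% with cell ATP level not reduced by more than half and red fluorescence within 50% of control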; note: strong numbers were not always called active
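Read-out: GFP/RFP fluorescence ratio; Test system: RFP-PRO-GFP reporter HT1080 cells; Compound dosing: single-point 20 µM compound, 1% DMSO; Times: overnight compound exposure at 37 °C.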
Scp1 inh = blocks human Scp-1 phosphatase activity; Q9GZU7; Recombinant Scp1, phosphopeptide, malachite green phosphate absorbance; inhibition, % at 20 µM; actives 0.88% (n = 340,000);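 active = inhibition above about 50% at 20 µM, limit read from the data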;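 note: plate controls were DMSO wells with enzyme for no effect and wells lacking enzyme for full effect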
Target sequence (Q9GZU7 76-261 limits assumed): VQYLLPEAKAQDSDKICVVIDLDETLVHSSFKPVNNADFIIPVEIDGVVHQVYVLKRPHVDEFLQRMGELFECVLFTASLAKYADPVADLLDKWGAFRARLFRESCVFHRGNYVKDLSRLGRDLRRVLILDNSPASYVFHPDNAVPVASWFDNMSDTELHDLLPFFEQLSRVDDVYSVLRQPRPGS
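Test system: SCP-1 catalytic domain; Buffer or medium: Acidic Tris acetate buffer with magnesium and detergent; Also added: Phosphorylated 17-residue peptide substrate; Compound: single 20 µM dose, 1% DMSO; Schedule: enzyme reaction 45 min at room temperature, colour 5 min, stabilisation 30 min; Signal: Phosphate-binding colour reagent, absorbance read at 630 nm.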
Rpn11 block = blocks the human proteasome subunit Rpn11; O00487; human 26S proteasome, Ub4-pepOG fluorescence polarization; 20S core pre-blocked with epoxomicin; calls only at 20 µM; actives 0.59% (n = 360,000); AID 588493;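 active = inhibition at 20 µM, scaled to each plate's controls, above about 33%, limit read from the data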
DNMT1 block = inhibitors of human DNMT1; P26358; inhibition (reported as % activation of signal), % at 10 µM; DNMT1 molecular beacon, Hinp1I cleavage, fluorescence; AID 588458; actives 0.83% (n = 360,000); in the data active = inhibition above about 50%
LMPTP block = LMPTP (human) inhibition | P24666 | recombinant LMPTP-A, OMFP fluorogenic substrate, fluorescence intensity | inhibition, % at 20 µM | actives 0.22% (n = 360,000);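 active = compounds that cut the enzyme signal by at least half of the control window in the single-dose screen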;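 note: plate controls were DMSO wells with enzyme plus substrate for no effect and substrate without enzyme for full effect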
Target sequence (P24666 whole entry, looked up): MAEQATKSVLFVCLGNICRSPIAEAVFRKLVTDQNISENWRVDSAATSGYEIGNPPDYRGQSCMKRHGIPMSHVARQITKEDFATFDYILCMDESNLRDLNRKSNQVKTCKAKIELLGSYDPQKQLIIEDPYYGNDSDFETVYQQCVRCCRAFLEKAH
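Assay system: LMPTP-A phosphatase enzyme | Input: 0.625 nM enzyme | Also added: Fluorogenic phosphatase substrate OMFP at 400 µM final | Compound dosing: One test concentration per compound, 20 µM, with 3% DMSO overall | Schedule: 50 min enzyme reaction at room temperature, protected from light | Signal: Fluorescence intensity | Benchmarks: no-enzyme and uninhibited controls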
SUMO1-SIM PPI = alters human SUMO1 binding to SIM partners; P63165; SUMO1 binding to a labelled peptide, TR-FRET, 1 h; actives 0.33% (n = 360,000); AID 602429; inhibition, % at 20 µM; in the data active = inhibition above about 37%
Target sequence (P63165 whole entry, looked up): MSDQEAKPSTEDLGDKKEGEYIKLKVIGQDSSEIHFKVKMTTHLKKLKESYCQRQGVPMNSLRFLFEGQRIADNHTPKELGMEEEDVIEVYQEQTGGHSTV
STEP inh = inhibitors of human striatal-enriched phosphatase STEP | P54829 | recombinant STEP, OMFP fluorogenic substrate, fluorescence | inhibition, % at 20 µM | actives 0.25% (n = 360,000) | AID 588621;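 active = inhibition at 20 µM, scaled per plate between control wells, above about 37%, limit read from the data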;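 note: 0% = DMSO with enzyme and substrate and 100% = substrate only without enzyme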
Target sequence (P54829 whole entry, looked up): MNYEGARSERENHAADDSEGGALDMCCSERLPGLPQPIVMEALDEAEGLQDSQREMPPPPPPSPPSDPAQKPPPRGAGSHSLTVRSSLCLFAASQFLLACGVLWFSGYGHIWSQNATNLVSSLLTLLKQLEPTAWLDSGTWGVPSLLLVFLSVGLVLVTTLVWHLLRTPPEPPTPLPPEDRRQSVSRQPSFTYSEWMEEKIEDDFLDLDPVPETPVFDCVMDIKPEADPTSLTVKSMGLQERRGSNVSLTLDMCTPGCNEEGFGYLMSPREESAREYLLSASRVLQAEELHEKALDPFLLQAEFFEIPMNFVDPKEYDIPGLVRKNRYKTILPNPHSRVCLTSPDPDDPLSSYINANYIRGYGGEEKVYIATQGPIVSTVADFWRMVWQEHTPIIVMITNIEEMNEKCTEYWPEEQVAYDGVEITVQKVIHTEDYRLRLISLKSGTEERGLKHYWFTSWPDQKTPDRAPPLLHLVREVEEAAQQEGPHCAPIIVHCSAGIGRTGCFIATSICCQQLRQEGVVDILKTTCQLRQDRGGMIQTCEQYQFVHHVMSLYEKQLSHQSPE
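Assay system: isolated STEP enzyme / Timing: 20 min at room temperature, dark / Doses: 20 µM, 1% DMSO / Technique: fluorescence intensity, excitation 480 nm, emission 540 nm / Reagent: fluorogenic phosphatase substrate OMFP at 25 µM final / Measure: percent inhibition scaled to no-enzyme and uninhibited-enzyme controls, plate-pattern corrected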
SKN-1 inh = C. elegans SKN-1 inhibition | AID 624304 | C. elegans VP596 Pgst-4::GFP/RFP ratio, acrylamide-induced, 24 h | actives 0.49% (n = 360,000) | inhibition, % at 21.8 µM;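 active = interference check ratio from 0.5 to 1.5 plus GFP to RFP signal ratio inhibition reaching or exceeding a fixed threshold, cut at about 30% in these data, passing the limit was not always enough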; note: some compounds called inactive have numbers as strong as hits
NadD inh = blocks S. aureus nicotinate mononucleotide adenylyltransferase | AID 602399 | inhibition, % at 20 µM | purified NadD enzyme, colorimetric absorbance read-out | actives 0.78% (n = 360,000); in the data active = inhibition above about 26%; note: some compounds past the cut are filed as inactive
NRP1-CendR mod = modulators of CendR peptide binding to human neuropilin-1 | O14786 | FAM-RPARPAR peptide binding to NRP-1, fluorescence polarization | inhibition, % at 25 µM | actives 0.85% (n = 360,000) | AID 602438;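 active = inhibition or corrected inhibition above about 18%, plus a signal ratio from 0.5 to 1.5, limit read from the data, passing the limit was not always enough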; note: strong numbers were not always called active
Starred values were filed as active, the others as inactive; i = inactive; · = not tested or not shown.

SMILES | MT1-MMP act inh | Scp1 inh | Rpn11 block | DNMT1 block | LMPTP block | SUMO1-SIM PPI | STEP inh | SKN-1 inh | NadD inh | NRP1-CendR mod
CN1C(=O)CSc2ccc(NC(=O)N3CCC(N4CCCCC4)CC3)cc21 | 0 | 10 | i | -2 | 0.7 | 0 | 2 | 16 | -2 | -4
O=C(N/N=C/c1cccnc1)c1ccc2c(c1)OCCO2 | 3 | -1 | i | 1 | -1.5 | -7 | 8 | 13 | 1 | 9
O=C(O)CCC(=O)Nc1ccc(OCC2CCCO2)cc1 (stereo not drawn) | -1 | -4 | i | 2 | -1.2 | 4 | 0 | -5 | 3 | 5
CS(=O)(=O)Nc1cccc(C2=NN(C(=O)c3cccc([N+](=O)[O-])c3)C(c3cccs3)C2)c1 (stereo not drawn) | -2 | -21 | i | -7 | 2.0 | -19 | 0 | 0 | -2 | -3
Cc1ccc(OCc2cc(C(=O)NC3CCc4ccccc43)no2)cn1 (stereo not drawn) | -4 | -5 | i | -1 | 0.2 | 1 | -2 | -5 | -1 | 5
Cc1cc(NC(=S)NC(=O)/C=C/c2ccc(S(=O)(=O)N3CCOCC3)cc2)ccc1Br | -16 | 1 | i | -11 | 1.9 | 2 | 1 | -10 | 23 | 9
CCC1=NN(C(=O)Cc2ccccc2)C(O)(c2ccncc2)C1 (stereo not drawn) | 0 | 1 | i | 1 | -1.6 | -1 | -3 | 7 | 3 | 7
Cn1cccc1C(=O)OCC(=O)N1c2ccccc2NC(=O)C1(C)C | -3 | -15 | i | -1 | -0.5 | 4 | 2 | 9 | -6 | 10
Cc1csc(NC(=O)c2ccccc2[N+](=O)[O-])n1 | 5 | -6 | i | -3 | 1.1 | -14 | 15 | -5 | 7 | 6
O=C(O)CC(c1ccc(Cl)cc1)N1Cc2ccccc2C1=O (stereo not drawn) | 0 | -2 | i | -2 | 0.1 | 16 | 1 | 18 | 4 | 11
O=C(O)CNS(=O)(=O)Cc1ccccc1 | -2 | -7 | i | -1 | -1.2 | -2 | 0 | -1 | -2 | 10
CC(Oc1cccc2cccnc12)C(=O)N/N=C/c1ccccc1 (stereo not drawn) | -1 | 1 | i | -1 | -3.2 | -3 | 1 | -6 | 2 | 0

Some of these compounds in order of the NRP1-CendR mod value, descending:
SMILES | MT1-MMP act inh | Scp1 inh | Rpn11 block | DNMT1 block | LMPTP block | SUMO1-SIM PPI | STEP inh | SKN-1 inh | NadD inh | NRP1-CendR mod
O=C(O)CNS(=O)(=O)Cc1ccccc1 | -2 | -7 | i | -1 | -1.2 | -2 | 0 | -1 | -2 | 10
Cc1csc(NC(=O)c2ccccc2[N+](=O)[O-])n1 | 5 | -6 | i | -3 | 1.1 | -14 | 15 | -5 | 7 | 6
O=C(O)CCC(=O)Nc1ccc(OCC2CCCO2)cc1 (stereo not drawn) | -1 | -4 | i | 2 | -1.2 | 4 | 0 | -5 | 3 | 5

The listing continues:
SMILES | MT1-MMP act inh | Scp1 inh | Rpn11 block | DNMT1 block | LMPTP block | SUMO1-SIM PPI | STEP inh | SKN-1 inh | NadD inh | NRP1-CendR mod
O=C(CCNC(=O)c1ccc([N+](=O)[O-])cc1)Nc1cccc(S(=O)(=O)N2CCCCC2)c1 | 4 | -11 | i | -2 | 0.9 | -29 | 0 | -13 | -3 | 11
CCCCCCN1CCN(C2CN(Cc3cn(Cc4ccc(Cl)cc4)nn3)S(=O)(=O)C2)CC1 (stereo not drawn) | 4 | · | · | · | 0.6 | -1 | · | -6 | -2 | -8
CC(C)CC(c1nnnn1C1CCCC1)N1CCN(C(=O)c2ccco2)CC1 (stereo not drawn) | -3 | 5 | i | 5 | -2.1 | -2 | -5 | -12 | 2 | -7
COc1ccc(Oc2nc(C)nc3c2oc2ccccc23)cc1 | 3 | -3 | i | -4 | 1.7 | -4 | -2 | 14 | -11 | 11
COc1ccc(C(=O)N/C(=C\c2ccc(-c3cccc([N+](=O)[O-])c3)o2)C(=O)NCCCN2CCOCC2)cc1 | 0 | · | i | 2 | -0.4 | -16 | 3 | 5 | -9 | -24
CCS(=O)(=O)CCn1c([N+](=O)[O-])cnc1C | 2 | -6 | i | 3 | -0.2 | -13 | 0 | -8 | -2 | -4
O=C(COc1ccc2ccc(=O)oc2c1)N1CCN(c2ccccc2)CC1 | -1 | -12 | i | 0 | -0.6 | 0 | 6 | 7 | 0 | 6
Cc1cc(C)n(-c2ccc(C(=O)OCC(=O)Nc3ccccc3F)cc2)n1 | -2 | 0 | i | 2 | -0.6 | -6 | 3 | 16 | -1 | 2
CCN(CC)c1cc(C)c(C#N)c2nc3ccccc3n12 | 3 | -5 | i | -2 | 0.9 | -1 | 4 | 3 | 1 | -4
CCc1nc(SCC(=O)NCc2ccco2)c2c3c(sc2n1)CCCC3 | 7 | -2 | i | 7 | 0.5 | -13 | 0 | -21 | 4 | 9
CN(C)S(=O)(=O)N1CCc2ccc(NC(=O)c3ccc(C(F)(F)F)cc3)cc2C1 | 4 | -6 | i | -1 | 1.2 | 3 | 2 | 17 | -7 | -4
Cc1noc(C)c1CSc1ccc(Br)cc1 | 0 | -3 | i | 1 | 1.1 | -4 | -1 | 13 | 5 | 1

Shown tab-delimited: entries from further up.
compound	MT1-MMP act inh	Scp1 inh	Rpn11 block	DNMT1 block	LMPTP block	SUMO1-SIM PPI	STEP inh	SKN-1 inh	NadD inh	NRP1-CendR mod
COc1ccc(Oc2nc(C)nc3c2oc2ccccc23)cc1	3	-3	i	-4	1.7	-4	-2	14	-11	11
COc1ccc(C(=O)N/C(=C\c2ccc(-c3cccc([N+](=O)[O-])c3)o2)C(=O)NCCCN2CCOCC2)cc1	0	·	i	2	-0.4	-16	3	5	-9	-24
CCS(=O)(=O)CCn1c([N+](=O)[O-])cnc1C	2	-6	i	3	-0.2	-13	0	-8	-2	-4

The list continues.
SMILES | MT1-MMP act inh | Scp1 inh | Rpn11 block | DNMT1 block | LMPTP block | SUMO1-SIM PPI | STEP inh | SKN-1 inh | NadD inh | NRP1-CendR mod
Nc1ncn(C(=S)Nc2ccccc2)n1 | 7 | -13 | i | 1 | 2.2 | 4 | 1 | 2 | 3 | 12
Cc1ccc(-c2csc(NC(=O)c3ccccc3F)c2C(=O)O)cc1 | 2 | -14 | i | 0 | 0.2 | 24 | 5 | 8 | -1 | -4
COCCN1C[C@@H](CO)O[C@@H](n2cnc3c(NC4CCC4)ncnc32)C1 | 0 | · | i | 0 | -1.6 | -5 | -2 | 3 | -6 | 2
CCN(CC)S(=O)(=O)c1cccc(C(=O)OCC(=O)c2ccc3c(c2)OCCO3)c1 | 2 | -14 | i | -6 | 2.4 | -1 | 3 | -6 | -4 | -13
Cc1cc(/C=N/n2cnnc2)c(C)n1-c1ccc(Cl)cc1Cl | -6 | 2 | i | 0 | 0.4 | -1 | -1 | 5 | -3 | 12
COc1ccc(OC)c(NC(=O)N2CCCC(C)C2)c1 (stereo not drawn) | 1 | -11 | i | -2 | 0.7 | 1 | -3 | 23 | 0 | -6
OC(c1ccccc1)(c1ccccc1)c1nccn1-c1ccccc1 | -5 | -10 | i | 2 | 0.7 | 2 | -2 | -9 | 0 | 20
O=C(COc1ccc(S(=O)(=O)NC2CCCCC2)cc1Cl)NCC1CCCO1 (stereo not drawn) | 6 | -5 | i | -1 | 0.2 | 36 | 0 | 22 | 0 | 0
CCOC(=O)c1cc([N+](=O)[O-])c([N+](=O)[O-])cc1NC(C)=O | -5 | -2 | i | 33 | -0.7 | -7 | 0 | 3 | 0 | 6
CC(C)C(=O)Nc1cccc(-c2csc(-c3ccccc3)n2)c1 | -2 | -10 | i | -2 | 1.8 | 14 | 2 | 5 | -8 | 2
O=C(NCc1ccccc1)c1onc(CS(=O)(=O)c2ccc(Cl)cc2)c1C(=O)NCc1ccccc1 | 0 | -5 | i | 39 | -1.6 | 8 | -1 | 15 | -1 | -1
O=C(Nc1cc(S(=O)(=O)N2CCOCC2)ccc1N1CCCC1)c1ccc(F)cc1 | 0 | 4 | i | 2 | 1.6 | 0 | 6 | 1 | 6 | 4

Reprinted at random: two entries already listed
SMILES | MT1-MMP act inh | Scp1 inh | Rpn11 block | DNMT1 block | LMPTP block | SUMO1-SIM PPI | STEP inh | SKN-1 inh | NadD inh | NRP1-CendR mod
O=C(N/N=C/c1cccnc1)c1ccc2c(c1)OCCO2 | 3 | -1 | i | 1 | -1.5 | -7 | 8 | 13 | 1 | 9
Cc1ccc(OCc2cc(C(=O)NC3CCc4ccccc43)no2)cn1 (stereo not drawn) | -4 | -5 | i | -1 | 0.2 | 1 | -2 | -5 | -1 | 5

Next entries:
SMILES | MT1-MMP act inh | Scp1 inh | Rpn11 block | DNMT1 block | LMPTP block | SUMO1-SIM PPI | STEP inh | SKN-1 inh | NadD inh | NRP1-CendR mod
CC1CCN(C(=O)CCNS(=O)(=O)c2ccc(Cl)cc2)CC1 | -2 | 2 | i | 0 | -1.4 | 0 | 0 | 6 | -2 | 1
CN(C)c1ncnc2c1ncn2[C@H]1CN(Cc2ccccc2)C[C@@H](CO)O1 | 2 | · | i | 0 | -1.6 | -1 | 21 | 10 | -4 | 5
O=C(/C=C/[C@H]1O[C@@H](n2ccc(=O)[nH]c2=O)[C@H](O)[C@@H]1O)NCCCc1ccccc1 | 1 | · | i | 80* | -3.0 | 2 | -4 | -12 | 3 | 9
Cc1nc(-c2cccc(NS(=O)(=O)c3ccc4ccccc4c3)c2)cs1 | 1 | 0 | i | -17 | 2.4 | -4 | -1 | 18 | 2 | -2
CCOC(=O)c1sc2ncn(CC(=O)NCC3CCCO3)c(=O)c2c1C (stereo not drawn) | -7 | -4 | i | 1 | -0.1 | -9 | 1 | -15 | -1 | 12
O=C(Nc1ccc(Cl)c(C(F)(F)F)c1)[C@@H]1CC=C[C@@H]2CCN(Cc3ccc(Cl)c(Cl)c3)C(=O)[C@@H]21 | 2 | 0 | i | 0 | 3.4 | -1 | 1 | 7 | 9 | -1
COc1ccc(CN=CC2=C(O)CNC2=O)cc1 | 6 | -5 | i | -4 | -0.4 | 0 | -7 | 19 | 1 | 16
Nc1nc(SCC(=O)NC2CCCC2)[nH]c(=O)c1NC(=O)c1cccs1 | -5 | 6 | i | 3 | -1.9 | -2 | 0 | -8 | 1 | 16
O=C(CNC(=O)c1cccc(Br)c1)N/N=C/c1cn[nH]c1-c1ccccc1 | -3 | -1 | i | -5 | -0.5 | -1 | 0 | 9 | 12 | 1
